TDP1 cell CPT: DT40-hTDP1 cell growth loss with CPT; chicken DT40 Tdp1-/-;hTDP1 cells + 20 nM CPT, ATP luminescence, 48 h; Potency, µM (series often up to 46.2 µM), inactives show at the highest dose activity change, negative = growth inhibition, most hits filed as inhibitors; 12% of 420,000 active; active means well fitted inhibition curve with a large enough effect; inconclusive means small, poorly fitted or top-dose-only effect; further: nearly all actives have a fitted effect of over 55% in size
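Chicken DT40 Tdp1-/- cells complemented with human TDP1, 400 cells/well, exposed to compounds plus 20 nM camptothecin for at least 48 h at 37 C; viability read as ATP content by CellTiter-Glo luminescence.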
The depositor's hits bear a star; ? = inconclusive; [ ] = remark or other dose. On the % scale 0 is the no-effect control and ±100 the full control effect; potency means the concentration at half of the fitted maximal effect. Not all compounds are listed, so the mix of outcomes need not match the whole.

SMILES | TDP1 cell CPT
Cc1c(C(=O)N2CC3CCC2C3)sc2ncnc(NCCc3ccccn3)c12 (stereo not given) | ?
COc1ccc(NC(=O)C2Cc3c(-c4cccc(NC(C)=O)c4)ccnc3O2)cn1 (stereo not given) | 2.6µM*
COc1c2c(c(OC)c3ccccc13)[C@@]1(OC2)O[C@H](CCO)C[C@H](O)[C@H]1O | 1%
COc1ccccc1CNC(=O)c1cc(-c2ccc(F)cc2OC)n[nH]1 | -22%
O=C1CCCCCC(=O)[C@H](O)C[C@H](c2ccccc2)O1 | 3%
CC(C)Nc1nc(NCCN2CCNC2=O)c2sccc2n1 | 10%
C[C@]12CCC(=O)C=C1CC[C@@H]1[C@@H]2[C@@H](O)C[C@@]2(C)[C@H]1CC[C@]2(O)C(=O)COP(=O)(O)O | -23%
COc1ccc(C(=O)NCC2Cc3cc(F)cc(-c4cncnc4)c3O2)cc1 (stereo not given) | -13%
COc1ccc(C(=O)O)cc1S(=O)(=O)Nc1cc(C(F)(F)F)ccc1N1CCCCC1 | -1%
CC(CO)NS(=O)(=O)c1cccc(Cl)c1F (stereo not given) | 6%
COC(=O)c1ccc(-c2cccc3c2OC(CNC(=O)/C=C/c2ccc(OC)c(OC)c2)C3)nc1 (stereo not given) | ?
C=C(NC(=O)C(=C)NC(=O)c1csc(C2=N[C@@H]3c4csc(n4)[C@H]4NC(=O)c5csc(n5)[C@H]([C@](C)(O)[C@@H](C)O)NC(=O)[C@H]5CSC(=N5)C(=CC)NC(=O)C([C@@H](C)O)NC(=O)c5csc(n5)[C@]3(CC2)NC(=O)[C@H](C)NC(=O)C(=C)NC(=O)[C@H](C)NC(=O)C([C@@H](C)CC)NC2C=Cc3c([C@H](C)O)cc(nc3C2O)C(=O)O[C@@H]4C)n1)C(N)=O (stereo not given in full) | 7.2µM*
COc1ccc(-c2cnc3c(NC(C)=O)cc(-c4cccc(C(=O)NCCO)c4)cn23)cc1OC | 21µM*
C[C@@H]1CN([C@@H](C)CO)C(=O)CCCn2cc(nn2)CO[C@H]1CN(C)S(=O)(=O)c1ccc(C#N)cc1 | -5%
COC(=O)c1cccc(CN2C(=O)C(C)Sc3ccc(C#N)cc32)c1 (stereo not given) | -25%
OC[C@H]1O[C@@H](c2nc(-c3ccccc3Br)no2)[C@H](O)[C@@H](O)[C@H]1O | -10%
O=[N+]([O-])c1ccc(Sc2ccncn2)c([N+](=O)[O-])c1 | 1µM*
CCc1nc2c(OCc3ccccc3)cccn2c1N(C)C(=O)C(C)C | ?
Cc1ccc2nc(-c3ccco3)c(Cc3cccc(F)c3)n2c1 | ?
COc1ccccc1Cc1c(-c2ccco2)nc2ccc(C)cn12 | 8.2µM*

In the list so far, these contain a cyano group.
SMILES | TDP1 cell CPT
C[C@@H]1CN([C@@H](C)CO)C(=O)CCCn2cc(nn2)CO[C@H]1CN(C)S(=O)(=O)c1ccc(C#N)cc1 | -5%
COC(=O)c1cccc(CN2C(=O)C(C)Sc3ccc(C#N)cc32)c1 (stereo not given) | -25%

(cont.)
SMILES | TDP1 cell CPT
COC(=O)[C@H](CC(C)C)NS(=O)(=O)c1ccc(F)cc1Br | -19%
Cn1c(=O)c2cc(NC(=O)Nc3cccnc3)ccc2n1-c1ccc(C(C)(C)C)cc1 | ?
CN(C)c1cccc(-c2cc(Nc3ccc(C(C)(C)C)cc3)ncn2)c1 | 21µM*
Cn1c(/N=C(\N)c2ccccc2)nc2ccccc21 | ?
O=C1NC(Cc2ccc(O)cc2)c2nc3ccc(Cl)cc3c(=O)n2-c2cc3ccccc3cc21 (stereo not given) | 6.5µM*
COC(=O)C[C@H]1C=C[C@@H](NC(=O)NC2CCCCC2)[C@@H](CO)O1 | 5%
CCN(CC(=O)NC(C)(C)C)C(=O)c1cccc(S(=O)(=O)N2CC3(C)CC2CC(C)(C)C3)c1 (stereo not given) | ?
CC1C(=O)N(Cc2cn(Cc3ccco3)nn2)CCS(=O)(=O)N1Cc1ccc(-c2ccccc2Cl)cc1 (stereo not given) | ?
Cc1cc(N)c2cc(NC(=O)Nc3ccc4nc(C)cc(N)c4c3)ccc2n1 | ?
CCCCC[C@@H](C)N1C[C@H](COCc2ccccc2)Oc2cc(N3CCC[C@@H]3COC)ccc2S1(=O)=O | ?
Cn1c(=O)c2cc(NC(=O)NCc3ccc(Cl)cc3Cl)ccc2n1Cc1ccc(F)cc1 | ?
Cc1cc(C)n(CC(=O)N2CCC(n3c(C(C)C)nc4cccnc43)CC2)n1 | 14%[9.04 µM]
CCOC(=O)c1cnn2c(SC)ncnc12 | -18%
Nc1ncnc2c1ncn2[C@@H]1O[C@H](CNC(=O)OC[C@@H](N)Cc2ccccc2)[C@@H](O)[C@H]1O | -10%
OCc1cccc(-c2csc(C(O)(c3ccccc3)C(F)(F)F)n2)c1 (stereo not given) | ?
COc1cc(/C=N/NC(=O)c2ccc3nc[nH]c3c2)cc(OC)c1OC(C)=O | ?
COc1ccc(CNC(=O)c2cn(Cc3ccc(OC(C)=O)cc3)c(=O)s2)cc1 | ?
C[C@H](CO)N1C[C@H](C)[C@H](CN(C)C(=O)Nc2ccccc2F)OCc2cnnn2CCCC1=O | 0%
COC(=O)C1CCN(Cc2ccc3c(c2)CN(C(=O)C2Cc4ccccc4O2)CCO3)CC1 (stereo not given) | 17%[9.04 µM]
COCCN1C(=O)c2ccccc2C1c1nnnn1C(C)C (stereo not given) | -2%

Two entries from above, as labelled records.
SMILES: COC(=O)C[C@H]1C=C[C@@H](NC(=O)NC2CCCCC2)[C@@H](CO)O1
  TDP1 cell CPT: 5%
SMILES: CCN(CC(=O)NC(C)(C)C)C(=O)c1cccc(S(=O)(=O)N2CC3(C)CC2CC(C)(C)C3)c1 (stereo not given)
  TDP1 cell CPT: ?

(continued)
SMILES | TDP1 cell CPT
CCOC(=O)C1=CCC(c2ccc(C#N)cc2)N(S(=O)(=O)c2ccc(C)cc2)C1 (stereo not given) | 18µM*
COc1ccc(C(C)C)cc1-c1cc(C(=O)NCc2cccc(C(F)(F)F)c2)[nH]n1 | ?
COc1ccc(OC)c(N(CCN2C(=O)c3ccccc3C2=O)C(=O)CCl)c1 | ?
COc1ccc(CN2CCN(C(=O)c3ccccc3C(=O)c3ccccc3)CC2)cc1F | ?
C[C@H](NC(=O)c1ncn2c1c(=O)[nH]c1ccccc12)c1ccccc1 | -3%
CC1(C(=O)NCc2ccccc2)CCC(=O)N1C1CCN(Cc2ccccc2)CC1 (stereo not given) | -6%
CN1CCC(OC2c3ccccc3CCc3ccccc32)CC1 | ?
COc1ccccc1N=NNc1ccccc1OC | ?
Cc1cccc(C)c1NC(=O)c1ccc(-c2cc(F)ccc2F)o1 | 18µM*
CC(C)[C@H](NC(=O)c1ccc(Cl)cc1)C(=O)Nc1cccc(S(=O)(=O)N2CCOCC2)c1 | -19%
CN1OC[C@@H]2CN(C(=S)Nc3ccc(C#N)cc3)[C@H](c3ccc(N4CCCCC4)cc3)C[C@@H]21 | -3%
O=C(N[C@H]1C=C[C@H](CC(=O)N2CCCCC2)O[C@@H]1CO)c1cccc(F)c1 | -5%
CC(C)n1c(=O)c2ccccc2n1Cc1cn(CCc2c[nH]c3ccccc23)nn1 | ?
COC(=O)[C@]12CCCCC=C1N(Cc1ccc3c(c1)OCO3)C(=O)[C@H](CC(=O)NCCCCc1ccccc1)C2 | ?
CN(C)C(=O)COC(=O)Cc1ccc(OC(=O)c2ccc(N=C(N)N)cc2)cc1 | -7%
CC1CCCN(CC(=O)Nc2ccc(S(=O)(=O)N3C(C)CCCC3C)cc2)C1 (stereo not given) | ?
COc1ccc(-c2c(-c3ccsc3)oc3c2C(O)CCC3)cn1 (stereo not given) | -22%
CCNC(=O)C1(C)CCCN(Cc2cc(-c3ccccc3)n(C)n2)C1 (stereo not given) | ?
CC(=O)NCC1(c2ccccc2)CCN(CCCC(=O)c2ccc(F)cc2)CC1 | 8%
CN(Cc1ccccc1)C(=O)c1csc([C@@H]2C[C@H](O)[C@@H](CO)O2)n1 | -8%

Sorted by SMILES length (highest first): 6 of the compounds above
SMILES | TDP1 cell CPT
O=C(N[C@H]1C=C[C@H](CC(=O)N2CCCCC2)O[C@@H]1CO)c1cccc(F)c1 | -5%
CN(Cc1ccccc1)C(=O)c1csc([C@@H]2C[C@H](O)[C@@H](CO)O2)n1 | -8%
CC(C)n1c(=O)c2ccccc2n1Cc1cn(CCc2c[nH]c3ccccc23)nn1 | ?
C[C@H](NC(=O)c1ncn2c1c(=O)[nH]c1ccccc12)c1ccccc1 | -3%
CC(=O)NCC1(c2ccccc2)CCN(CCCC(=O)c2ccc(F)cc2)CC1 | 8%
COc1ccc(-c2c(-c3ccsc3)oc3c2C(O)CCC3)cn1 (stereo not given) | -22%

(further entries)
SMILES | TDP1 cell CPT
COc1cc(F)ccc1-c1csc(C(O)c2ccc(F)c(F)c2)n1 (stereo not given) | ?
Cc1ccc2c(CN(Cc3ccccc3)Cc3ccccc3)cc(=O)oc2c1 | ?
COC(=O)c1ccc(COC(=O)C2CCN(S(=O)(=O)c3c(C)cc(C)cc3C)CC2)o1 | -2%
Cc1ccc(S(=O)(=O)Nc2ccc3c(c2)C(=O)N([C@H](C)CO)C[C@H](C)[C@H](CN(C)C(=O)Nc2cccc4ccccc24)OCCCC[C@@H](C)O3)cc1 | 21µM*
CC1C(=O)N(Cc2cn(CC3CCCCC3)nn2)CCS(=O)(=O)N1Cc1ccc(-c2ccncc2)cc1 (stereo not given) | -30%
CCCCC(CC)COC(=O)/C=C/c1ccc(OC)cc1 (stereo not given) | 1%
O=C1c2cccc3cccc(c23)C(=O)N1CCO | 2%
COc1ccc(C=C2SC(=S)N(CCCN3CCOCC3)C2=O)c(OC)c1 | ?
C#Cc1ccc(NC(=O)C2(C)CCN2C(=O)Cc2ccc(C(C)C)cc2)cc1 (stereo not given) | ?
O=C(c1ccc2c(c1)CCC2)N1CCN(Cc2ccccc2)CC1 | ?
COc1cc(OC)cc(-c2noc([C@@H]3O[C@H](CO)[C@@H](O)[C@H]3O)n2)c1 | ?
CC1CCCCN1CCNC(=O)c1ccc2c(c1)N(Cc1cccc(Cl)c1)C(=O)c1ccccc1S2(=O)=O (stereo not given) | ?
Cc1cc2c(cc1C)-n1nnnc1C(N1CCCNCC1)C(=O)N2 (stereo not given) | ?
CCOC(=O)[C@]12CCC=C1N(Cc1ccc3c(c1)OCO3)C(=O)[C@H](CC(=O)NCCCN1CCCC1=O)C2 | 6%
O=C(CSc1nc2ccccc2c(=O)n1-c1ccc(F)cc1F)NC1CC1 | -10%
COc1ccc(N2CCN(C(=O)COC(=O)CC(NC(N)=O)c3ccc(Cl)cc3)CC2)cc1 (stereo not given) | -26%
Cc1cc(N(C)C)cc(C)c1N=Nc1cc[n+]([O-])cc1 | ?
Cc1cccc(NC(=O)c2cc([N+](=O)[O-])ccc2N2CCOCC2)c1C | -5%
COC(=O)N(C)C[C@@H]1OCc2ccccc2-c2c(n(C)c3ccccc23)C(=O)N([C@H](C)CO)C[C@@H]1C | ?
O=S1(=O)C[C@@H](N2CCCC2)[C@H](COCc2ccccc2)N1 | -27%

Next section, overlapping the part above by 2 compounds.
SMILES | TDP1 cell CPT
COC(=O)N(C)C[C@@H]1OCc2ccccc2-c2c(n(C)c3ccccc23)C(=O)N([C@H](C)CO)C[C@@H]1C | ?
O=S1(=O)C[C@@H](N2CCCC2)[C@H](COCc2ccccc2)N1 | -27%
C=CCc1cc(OC)c(O)c(C(=O)NCCO)c1 | 0%
CCn1c(-c2ccccc2F)nc2cc(NC(C)=O)cc(C(=O)N3CCC[C@H]3C(=O)OC)c21 | 2%
COC(=O)c1csc(C2OC(CO)C(O)C2O)n1 (stereo not given) | -2%
C#CCNC(=O)C[C@@H]1C[C@@]2(C(=O)OC)CC(C)(C)CC=C2N(CCCCCCCC)C1=O | ?
Cc1ccccc1-c1cc2c(c(OC3CCOC3)c1)OCCN(C(=O)Cn1cccn1)C2 (stereo not given) | 0%
CC(=O)NCCNc1nc(NCC2CC2)nc2cc(-c3ccccc3)sc12 | ?
COCCC1CCCCN1Cc1nc(N2CCCCC2)c2cc(OC)c(OC)cc2n1 (stereo not given) | -6%[9.04 µM]
Cc1ccc2cccc(OC(=O)c3c(F)cccc3Cl)c2n1 | 0%
NC(=O)C1CCCN(C(=O)c2[nH]c(C(F)(F)F)nc2-c2ccccc2)C1 (stereo not given) | 1%
OCCCNCc1cc2ccc(F)cc2nc1N1CCN(c2cccc(Cl)c2)CC1 | -6%[9.04 µM]
COC(=O)C[C@@H]1OC[C@H](C)N1S(=O)(=O)c1ccc(C)cc1 | -3%
CC(C)=CC(=O)N1CCC(Oc2cccc(C(=O)NCc3ccccn3)c2)CC1 | -21%
CCOC(=O)C1=CCN(S(=O)(=O)c2ccccc2Cl)C1c1ccc(Cl)c(Cl)c1 (stereo not given) | ?
O=C(NCc1ccncc1)c1cnn(-c2nccc(-c3cc4ccccc4o3)n2)c1C1CC1 | ?
O=C1NC(=O)C(Cc2ccccc2)(C2CCN(Cc3cccn3-c3cccnc3)CC2)N1 (stereo not given) | 2%
CN(Cc1ccccc1F)c1cc2c(c3c1ccn3C)C1CCC2O1 (stereo not given) | ?
Cc1ccc(CNc2ncnc3sc(C(=O)N4CCCCC4c4cccnc4)c(C)c23)o1 (stereo not given) | -9%[9.04 µM]
COc1ccc(CN2CCC(C(=O)NC(C)c3cccc4ccccc34)CC2)cc1 (stereo not given) | ?
COCCCn1cc(CN2CC(N3CCN(CCN(C)C)CC3)CS2(=O)=O)nn1 (stereo not given) | -19%
Cc1ccc(NC(=O)C2(C)CCN2Cc2ccc(OC(C)C)cc2)cc1 (stereo not given) | ?
COc1ccccc1-c1ccnc(-n2ncc(C(=O)NCc3cccc(C)n3)c2C)n1 | 0%[9.04 µM]
CC1(C(=O)Nc2ccc3ccccc3c2)CCC(=O)N1CCc1c[nH]c2ccccc12 (stereo not given) | ?
CN(Cc1ccccc1)C(=O)c1csc(COCCO)n1 | -8%
COc1ccc(C(C(=O)NC(C)(C)C)n2c(COc3ccc(C)cc3)nc3ccccc32)cc1 (stereo not given) | 18µM*
